hgDAF12 agonist – activates the H. glycines DAF-12 receptor ligand-binding domain; HEK293 GAL4-hgDAF12 UAS-luciferase reporter, agonist luminescence; normalized to butyrate control; activation, % at 6.8 µM; actives 1.8% (n = 370,000); AID 687014;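 active means activation above a cutoff set at the mean of all screened compounds plus 3 SD, cut at about 10% in these data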;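 further: 0% = DMSO wells and 100% = sodium butyrate wells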
DAX1 inh-1 – DAX1 (NR0B1) inhibition, primary screen; HEK293T StAR-luciferase reporter, SF-1/DAX-1 repression relief; inhibition, % at 6.8 µM; actives 1.1% (n = 370,000); AID 652010;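 active means inhibition above the mean over all tested compounds plus 3 SD, cut at about 3.6% in these data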;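 further: 0% = DAX-1 cells with DMSO and 100% = cells lacking DAX-1 with DMSO; higher inhibition means more luminescence from relief of DAX-1 repression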
ADAM10 inh – inhibitors of human ADAM10 | recombinant ADAM10, EDANS/DABCYL FRET peptide cleavage, 3 h | actives 0.62% (n = 370,000) | O14672 | AID 720582 | inhibition, % at 7 µM;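 active means inhibition above a per-campaign cutoff equal to the mean of compounds falling between control-based bounds plus 3 SD, cut at about 20% in these data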;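 further: 0% = DMSO wells while the 100% control is not disclosed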
NPR1 activator – GC-A (human) enzyme activation | activation, % at 10 µM | HEK293 GC-A cells, cGMP TR-FRET, EC30 ANP; 0% at EC30 ANP, 100% saturating ANP | actives 0.14% (n = 370,000); in the data active means activation above about 40%
GC-B act – GC-B (human) receptor activation. P20594. HEK293-GC-B cells, CNP EC30, cGMP TR-FRET; 0% at EC30 CNP, 100% saturating CNP. activation, % at 10 µM. actives 0.11% (n = 370,000);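 active means activation at 10 µM reaching about 35% in either raw or pattern-adjusted values, limit read from the data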
SMARCA2 act – increases SMARCA2 function in MMTV reporter cells; MG213 cells, MMTV-luciferase reporter, dexamethasone, overnight; activation, % at 9.1 µM; actives 1% (n = 370,000); AID 652017; in the data active means activation above about 7.8%;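 further: 0% = vehicle wells and 100% = reference activator wells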
ssDAF12 agonist – S. stercoralis DAF-12 activation, primary screen; HEK293 ssDAF-12/GRIP1 lit1-tk-luc reporter, luminescence; % of 3 µM dafachronic acid response; actives 1% (n = 370,000); activation, % at 6.8 µM; AID 652126;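 active means activation above the mean over all tested compounds plus 3 SD, cut at about 0.9% in these data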;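 further: 0% = DMSO-only wells and 100% = 3 µM delta7-dafachronic acid wells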
hcDAF12 agonist – activates DAF-12 receptor from parasite H. contortus. HEK293 hcDAF-12 lit1-tk-luc reporter, luminescence; 0% DMSO, 100% Δ7-dafachronic acid. activation, % at 6.8 µM. actives 1.4% (n = 370,000). AID 652067;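 active means activation above the mean of all tested compounds plus 3 SD, cut at about 5.5% in these data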;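 further: 100% = response to 3 µM Δ7-dafachronic acid high control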
DAX1 inh-2 – inhibits human nuclear receptor DAX1 | P51843 | HEK293 Gal4-DAX1 luciferase reporter, luminescence | inhibition, % at 6.75 µM | actives 0.99% (n = 340,000) | AID 504766;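 active means inhibition above the mean over all tested compounds plus 3 SD, cut at about 4.2% in these data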;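 further: 0% = DAX1-transfected cells with DMSO and 100% = empty-vector control cells with DMSO; inhibition shows as a rise in luminescence from relieved DAX1 repression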
Target sequence (P51843 207-470 limits assumed): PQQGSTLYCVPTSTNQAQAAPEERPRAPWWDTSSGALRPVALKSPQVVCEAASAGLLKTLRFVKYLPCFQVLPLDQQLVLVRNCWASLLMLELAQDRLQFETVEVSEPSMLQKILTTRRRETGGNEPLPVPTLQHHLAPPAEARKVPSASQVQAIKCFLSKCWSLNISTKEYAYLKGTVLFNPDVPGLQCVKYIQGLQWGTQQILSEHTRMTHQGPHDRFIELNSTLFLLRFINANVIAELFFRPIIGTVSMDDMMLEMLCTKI
FXN GAA850 act – frataxin GAA850 promoter activation; HEK293 lucGAA850 FXN promoter luciferase reporter, 24 h; percent of 10 µM SAHA response; activation, % at 6 µM; actives 0.56% (n = 360,000); AID 540364;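 active means activation above the average of all compounds screened plus 3 SD, cutoff fixed separately per campaign, cut at about 7.5% in these data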;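 further: 0% = DMSO wells and 100% = 10 µM SAHA wells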
sPLA2-III inh – Inhibits HGIII-sPLA2 liposome hydrolysis, primary screen. Q9NZ20. inhibition, % at 12.2 µM. actives 0.56% (n = 370,000). QFRET BODIPY PC-A2 liposome hydrolysis, fluorescence;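 active means inhibition above mean plus 3 SD of compounds lying within the high and low control bounds, cut at about 19% in these data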;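 further: 0% = median of test compound wells and 100% = no enzyme DMSO wells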
Target sequence (Q9NZ20 whole entry, looked up): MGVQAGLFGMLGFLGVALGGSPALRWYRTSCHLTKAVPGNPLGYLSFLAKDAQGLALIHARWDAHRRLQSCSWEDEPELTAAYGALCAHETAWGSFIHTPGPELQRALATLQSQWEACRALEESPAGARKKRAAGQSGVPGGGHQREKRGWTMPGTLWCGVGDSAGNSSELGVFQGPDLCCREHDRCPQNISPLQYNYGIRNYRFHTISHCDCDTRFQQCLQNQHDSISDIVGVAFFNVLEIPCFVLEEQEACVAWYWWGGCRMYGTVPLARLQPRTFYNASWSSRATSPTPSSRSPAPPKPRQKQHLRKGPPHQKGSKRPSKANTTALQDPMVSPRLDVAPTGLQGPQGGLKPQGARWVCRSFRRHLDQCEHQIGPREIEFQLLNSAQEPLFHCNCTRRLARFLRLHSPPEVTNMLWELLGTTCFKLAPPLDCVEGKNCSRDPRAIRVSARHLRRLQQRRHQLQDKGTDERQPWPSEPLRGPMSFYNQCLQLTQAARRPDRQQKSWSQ
An asterisk follows results filed as active; / = not tested or not shown; & = joins results of further samples.

canonical_smiles	DAX1 inh-1	ssDAF12 agonist	ADAM10 inh	SMARCA2 act	hcDAF12 agonist	sPLA2-III inh	GC-B act	hgDAF12 agonist	FXN GAA850 act	NPR1 activator	DAX1 inh-2
Cc1c(C(=O)OCCOc2ccccc2)[nH]c2c1C(=O)CCC2	0.4	-0.7	-4.0	1.7	3.6	-6.2	2.5	3.5	3.3	8.3	-1.9
COc1cc(Cl)cc(C2NC(=O)NC(C)=C2C(=O)NCc2ccccc2)c1O (stereo not given)	-0.2	-1.1	-4.9	-0.4	-1.7	5.2	6.2	0.4	-3.8	0.6	-0.6
O=C(NCC1CCCO1)c1cc(S(=O)(=O)Nc2ccc(Br)cc2)ccc1Cl (stereo not given)	0.2	-2.4	-7.1	-4.1	-2.1	-12.9	7.0	-0.7	-1.1	1.1	0.6
C/C(N)=C(/C#N)C(=O)CSc1nc2ccccc2c(=O)n1CCCOC(C)C	-1.1	-2.1	5.0	1.7	-2.2	-9.1	5.0	-2.6	1.3	-2.5	-1.4
C=CCN1C(=O)/C(=C\c2ccc(Oc3nc(N4CCOCC4)nc(N4CCOCC4)n3)c(OC)c2)SC1=S	0.3	-0.6	-7.2	-3.4	-1.5	13.0	-3.5	-1.5	-0.3	-2.4	-0.1
COc1ccc(NC(=O)CSc2n[nH]c(=O)n2C2CC2)cc1Cl	0.3	-0.9	-1.4	0.3	-1.3	2.2	-7.7	-1.1	0.4	-0.9	0.1
CN1C2=N[C@H](c3ccccc3)CC(=O)N2/C(=C\c2ccccc2)C1Cc1ccccc1 (stereo not given in full)	-1.8	-1.9	-4.1	-2.8	-2.5	-0.5	-9.3	1.1	/	-4.5	/
COc1cc2c(cc1OC)C(c1cc3cccc(C)c3[nH]c1=O)N(C(=O)c1ccco1)CC2 (stereo not given)	0.3	0.2	-6.4	-2.0	-2.7	-0.4	-6.8	1.3	2.1	-1.3	-0.1
COc1ccc(-c2csc(-c3cccnc3)n2)cc1C	2.5	-1.1	-39.5	2.5	2.4	0.3	-1.4	6.7	9.5*	3.2	3.4
Cc1ccc(OCCSc2nc3ccccc3n2CC(=O)O)c(C(C)C)c1	-0.6	-1.1	2.5	-1.2	1.2	-18.1	3.2	0.4	0.5	-2.6	0.4
Cc1ccc(SCc2cc(=O)[nH]c(SCC(=O)Nc3cc(Cl)ccc3Cl)n2)cc1	-0.5	-0.7	1.3	-0.2	0.6	-2.2	0.6	-1.8	1.1	-6.8	0.5
CC(OC(=O)CSc1ccc(F)cc1)C(=O)NC1(C#N)CCCCC1 (stereo not given)	-0.6	-0.8	-4.0	-1.9	-0.3	-5.0	1.3	0.3	-0.6	0.9	0.9
O=C(OCC(=O)N1CCc2ccccc21)c1c2c(nc3ccccc13)CCCC2	-1.4	-1.9	13.4	-0.8	-1.8	-9.1	3.1	-4.6	0.0	2.8	-2.5
COc1ccc(/C=N/NC(=O)CN2CCCc3ccccc32)c(OC)c1	0.5	0.2	4.0	-5.2	5.8*	10.2	0.6	0.5	1.7	7.1	-0.2
CCOc1cccc(C(=O)Nc2nnc(-c3cccs3)s2)c1	1.0	-0.5	5.8	5.5	1.4	13.5	-7.3	8.3	2.0	-2.0	2.8
O=C(Nc1ccc(Nc2ccccc2)cc1)c1ccc(Br)o1	-0.3	-0.7	10.4	3.4	0.6	-9.1	-4.1	3.2	3.3	2.5	1.0
CCC(C)Sc1cc(-c2nc3ccc(Cl)cn3c2NC2CCCCC2)ccc1OC (stereo not given)	0.2&-0.2	-1.1&0.2	-47.3&-32.0	4.2&-3.9	1.3&-0.1	8.4&-3.5	29.1&16.7	0.7&-0.4	-0.2	39.9&25.6	1.3
CCc1ccccc1NC(=O)CSc1nnc(Cn2cnc3ccccc32)o1	-0.2	-0.9	-5.2	0.0	-0.8	-0.8	4.1	-1.7	-0.6	1.6	-0.5
COc1ccc(CC(=O)Nc2c3c(nn2C(C)(C)C)CS(=O)(=O)C3)cc1OC	0.3	-1.0	-12.2	-0.6	0.1	9.8	0.3	2.7	0.5	1.5	0.0
CC1(C)CC(=O)C2=C(C1)OC(N)=C(C#N)C2c1cccs1 (stereo not given)	0.0	-0.5	-19.7	-4.8	0.7	4.5	1.5	-0.1	2.5	4.3	-0.5

Sorted by formula weight (low to high): 3 of the compounds above.
canonical_smiles	DAX1 inh-1	ssDAF12 agonist	ADAM10 inh	SMARCA2 act	hcDAF12 agonist	sPLA2-III inh	GC-B act	hgDAF12 agonist	FXN GAA850 act	NPR1 activator	DAX1 inh-2
O=C(Nc1ccc(Nc2ccccc2)cc1)c1ccc(Br)o1	-0.3	-0.7	10.4	3.4	0.6	-9.1	-4.1	3.2	3.3	2.5	1.0
COc1cc(Cl)cc(C2NC(=O)NC(C)=C2C(=O)NCc2ccccc2)c1O (stereo not given)	-0.2	-1.1	-4.9	-0.4	-1.7	5.2	6.2	0.4	-3.8	0.6	-0.6
CN1C2=N[C@H](c3ccccc3)CC(=O)N2/C(=C\c2ccccc2)C1Cc1ccccc1 (stereo not given in full)	-1.8	-1.9	-4.1	-2.8	-2.5	-0.5	-9.3	1.1	/	-4.5	/

(list continues)
canonical_smiles	DAX1 inh-1	ssDAF12 agonist	ADAM10 inh	SMARCA2 act	hcDAF12 agonist	sPLA2-III inh	GC-B act	hgDAF12 agonist	FXN GAA850 act	NPR1 activator	DAX1 inh-2
CC(=O)c1ccc(Sc2nnnn2-c2ccccc2)c([N+](=O)[O-])c1	0.2	-0.8	2.1	8.6*	-3.3	-1.5	-8.5	6.3	-8.4	2.1	-1.2
CC(=O)N1CCN(C(=O)COC(=O)COc2c(C)cc(C)cc2C)CC1	0.9	-1.3	-5.8	-1.4	-1.8	6.2	2.0	-1.7	-1.6	3.6	0.8
COC(=O)C[C@H]1C[C@@H]2c3cc(N(C)C)ccc3O[C@@H]2[C@H](CO)O1	-1.4	-0.9	-41.8	-1.7	-1.0	-0.7	0.2	5.5	1.2	-0.8	1.1
COc1cccc(CNS(=O)(=O)c2ccc3c(c2)CC(C)N3C(=O)C2CC2)c1 (stereo not given)	-1.0	-1.2	9.0	-3.5	0.1	-14.0	-0.8	-1.1	-0.7	1.4	-0.1
Cc1ccc(CS(=O)Cc2ccc(C(=O)NCc3ccccc3Br)o2)cc1 (stereo not given)	-1.5	-1.8	-2.2	-2.5	-1.5	-4.7	-0.4	-0.4	0.3	-1.1	0.8
Cc1ccccc1-c1nnc(SCC(=O)NC2CCCCC2)o1	-0.2	-1.5	1.3	-2.4	-0.5	2.7	1.1	0.4	-2.5	-2.5	-0.8
CC(C)C(=O)OCCCN1C(=O)CCC12CCC(c1ccccc1)CC2 (stereo not given)	-0.5	-1.4	1.1	0.1	1.6	-4.6	4.9	-1.9	/	1.0	/
Cc1ccccc1S(=O)(=O)Nc1ncnc2scc(-c3ccccc3)c12	0.4	-0.8	-0.1	-2.3	-1.5	-44.9	2.0	0.1	2.1	0.6	-0.8
Cc1ccc(C2CC(C(F)(F)F)n3nc(C(=O)Nc4c(C)n(C)n(-c5ccccc5)c4=O)cc3N2)cc1 (stereo not given)	-0.3	-0.9	-34.0	-6.2	0.8	1.8	-1.2	-2.8	-1.2	1.3	0.1
COC(=O)c1c(O)cc(C(C)(C)C)n(-c2ccccc2)c1=O	-0.2	-0.7	-1.4	0.6	-2.7	-3.0	-0.8	-1.0	-3.2	1.5	-1.0
O=C(Cn1c(NCCCO)nc2ccccc21)c1ccc(Cl)cc1Cl	0.1	-0.5	1.0	-0.9	3.7	-58.4	-7.4	-0.8	1.5	-5.3	1.2
Cc1cc(C)nc(/N=C(\N)Nc2cccc([N+](=O)[O-])c2)n1	0.1	-0.7	-6.4	-1.4	-0.6	11.8	0.2	3.3	-0.2	0.3	0.6
COC(=O)c1ccc(NC(=O)CSc2nnc(-c3ccccc3)n2C)cc1	-0.5	-1.4	0.1	0.0	-1.2	-3.1	3.3	1.4	-0.6	2.3	1.0
Cn1sccc1=O	0.5	-0.7	-10.8	9.4*	-0.8	10.6	5.0	6.0	1.3	8.9	0.5
O=c1[nH]c2ccccc2nc1C(F)(F)C(F)F	-0.1	-1.4	-179.5	-1.9	1.2	-2.8	4.2	-0.8	2.4	6.9	0.8
NC(=O)C1CCN(C2CC(=O)N(c3cccc(F)c3)C2=O)CC1 (stereo not given)	0.8	-0.4	10.5	1.3	-2.0	4.0	6.4	-2.7	-0.1	-3.0	-0.8
CCCCOCCCNC(=O)N[C@H](C(=O)OC)C(C)CC (stereo not given in full)	-0.1	-0.3	-6.5	-2.9	0.5	-2.0	4.4	-1.4	0.1	0.5	1.6
COc1ccc(Br)cc1CNC(=O)C1CCN(S(=O)(=O)N2CCCC2)CC1	-0.6	-1.8	-1.1	-1.8	-1.8	-8.3	-2.3	-2.9	-1.3	-6.8	0.4
O=C1CCC([N+](=O)[O-])C(c2ccc(F)c(Br)c2)N1 (stereo not given)	0.2	-1.0	-2.3	-3.1	-1.5	8.2	-0.3	-1.8	-1.5	2.3	0.8
O=C(CNC(=O)c1ccccc1)OCN1C(=O)c2ccccc2C1=O	1.1	-1.5	-15.9	-2.4	-0.7	11.7	2.1	1.3	-1.4	1.7	0.7
CCCC(=O)Nc1nnc(SCC(=O)NCc2ccc3c(c2)OCO3)s1	-0.6	-1.3	-4.3	-3.3	-0.6	0.0	-0.8	3.8	-0.3	-2.2	0.9
Cc1ccc(C(=O)NCC(=O)NCc2ccccc2F)s1	-0.6	-1.3	-8.7	0.3	0.4	4.0	1.6	2.6	0.9	4.4	-0.6
CO[C@@H]1CN(C)C(=O)c2cc(NC(=O)NC3CCCCC3)ccc2OC[C@@H](C)N(CCc2ccccc2)C[C@@H]1C	0.3	-1.2	-13.9	-2.0	0.4	-5.5	8.7	-0.9	/	1.6	/
CCCCNC(=O)C1(C)CCN1C(=O)c1cc(F)ccc1C (stereo not given)	0.3	-1.4	-8.4	0.0	3.3	17.1	4.1	3.0	2.1	0.7	/
O=C(OCC(O)C(O)C(O)COC(=O)c1ccccc1)c1ccccc1 (stereo not given)	-0.4	-1.1	-10.3	-0.8	4.2	4.0	-11.6	1.4	-0.6	0.6	0.7

Assay outcomes deposited in PubChem BioAssay by several laboratories.
